# Screening results deposited in PubChem BioAssay by National Center for Advancing Translational Sciences (NCATS).
# EPAC2 antag = antagonists of human EPAC2 | EPAC2 GEF exchange of Rap1B-BODIPY-GDP, fluorescence | Potency, µM (top dose mostly 114 µM), inactives show top-dose activity, negative = inhibition, most hits filed as inhibitors | 0.18% of 360,000 active | AID 720708; note: potency is the fitted concentration of half-maximal effect; % is set by controls: 0 for no effect and ±100 for the full control effect; nearly all actives have a fitted effect of over 45% in size; many of its hits are not listed in these tables
# PI5P4K alpha inh = blocks human PI5P4K alpha kinase activity; P48426; PI5P4Kalpha enzyme, ADP-Glo luminescence, 60 min; stronger effect = lower value; max response, %; 1.2% of 330,000 active; AID 652105; active = max response of -50% or lower; inconclusive = between -30% and -50%; inactive = -30% or higher; note: value at the top dose of about 77 µM; % is set by controls: 0 for no effect and ±100 for the full control effect
#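 Human PI5P4Kalpha with substrate in 0.038 M HEPES pH 7.4, 0.28 mM EGTA, 0.1% CHAPS, 5% DMSO; reaction started with 5 microM ATP (final), 60 min at room temperature. ADP formed read by ADP-Glo luminescence.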
# EPAC1 agonist = EPAC1 (human) agonism; O95398; Potency, µM (titrated, usually from 154 µM), without a hit: at the highest dose activation, usual class: activators; 0.073% of 360,000 active; EPAC1 agonist qHTS, biochemical assay; response scale: 100% = response to 6.5 mM cAMP; AID 720707; note: potency is the fitted concentration of half-maximal effect; nearly all actives have a fitted effect of over 60% in size
#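 Compounds were pinned as a concentration titration into mixtures of EPAC1 (100 nM), BODIPY-GDP-loaded Rap1B (250 nM) and GDP (50 uM). After 5 min at room temperature, fluorescence was followed for 30 min; activity was scaled to 6.5 mM cAMP.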
# CCT chaperon mod = changes cytosolic chaperonin activity | purified chaperonin ATPase assay, HTRF ADP detection, 30 min | activity change, % (concentration not given with the values), hits read low | 0.3% of 360,000 active; in the data active = activity change below about -30%; note: % is set by controls: 0 for no effect and ±100 for the full control effect
#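 Nucleotide hydrolysis assay: TRiC at 20–40 nM final (set by batch activity) with 10 uM ATP, 30 min at 37 °C, in presence of 76 uM compound. Detection by competitive ADP HTRF, 30 min ambient.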
# PLK1 PBD inh = blocks phosphopeptide binding to human PLK1 polo-box domain. 2.8% of 360,000 active. Potency, µM, for inactives: max response, negative = inhibition, hits mostly inhibitors. P53350. Plk1 PBD binding of FITC phosphopeptide, fluorescence polarization; note: potency is the fitted concentration of half-maximal effect; series mostly up to about 57 µM; % is set by controls: 0 for no effect and ±100 for the full control effect; nearly all actives have a fitted effect of over 65% in size
# WRN inhibitor = WRN helicase (human) inhibition | Potency, µM (highest dose often 114 µM), without a hit: at the top dose activity change, negative = inhibition, most hits filed as inhibitors | 0.46% of 360,000 active | AID 651768 | WRN helicase unwinding, fluorescent forked duplex, kinetic | Q14191; note: potency is the fitted concentration of half-maximal effect; % is set by controls: 0 for no effect and ±100 for the full control effect; nearly all actives have a fitted effect of over 55% in size
# Target sequence (Q14191 whole entry, looked up): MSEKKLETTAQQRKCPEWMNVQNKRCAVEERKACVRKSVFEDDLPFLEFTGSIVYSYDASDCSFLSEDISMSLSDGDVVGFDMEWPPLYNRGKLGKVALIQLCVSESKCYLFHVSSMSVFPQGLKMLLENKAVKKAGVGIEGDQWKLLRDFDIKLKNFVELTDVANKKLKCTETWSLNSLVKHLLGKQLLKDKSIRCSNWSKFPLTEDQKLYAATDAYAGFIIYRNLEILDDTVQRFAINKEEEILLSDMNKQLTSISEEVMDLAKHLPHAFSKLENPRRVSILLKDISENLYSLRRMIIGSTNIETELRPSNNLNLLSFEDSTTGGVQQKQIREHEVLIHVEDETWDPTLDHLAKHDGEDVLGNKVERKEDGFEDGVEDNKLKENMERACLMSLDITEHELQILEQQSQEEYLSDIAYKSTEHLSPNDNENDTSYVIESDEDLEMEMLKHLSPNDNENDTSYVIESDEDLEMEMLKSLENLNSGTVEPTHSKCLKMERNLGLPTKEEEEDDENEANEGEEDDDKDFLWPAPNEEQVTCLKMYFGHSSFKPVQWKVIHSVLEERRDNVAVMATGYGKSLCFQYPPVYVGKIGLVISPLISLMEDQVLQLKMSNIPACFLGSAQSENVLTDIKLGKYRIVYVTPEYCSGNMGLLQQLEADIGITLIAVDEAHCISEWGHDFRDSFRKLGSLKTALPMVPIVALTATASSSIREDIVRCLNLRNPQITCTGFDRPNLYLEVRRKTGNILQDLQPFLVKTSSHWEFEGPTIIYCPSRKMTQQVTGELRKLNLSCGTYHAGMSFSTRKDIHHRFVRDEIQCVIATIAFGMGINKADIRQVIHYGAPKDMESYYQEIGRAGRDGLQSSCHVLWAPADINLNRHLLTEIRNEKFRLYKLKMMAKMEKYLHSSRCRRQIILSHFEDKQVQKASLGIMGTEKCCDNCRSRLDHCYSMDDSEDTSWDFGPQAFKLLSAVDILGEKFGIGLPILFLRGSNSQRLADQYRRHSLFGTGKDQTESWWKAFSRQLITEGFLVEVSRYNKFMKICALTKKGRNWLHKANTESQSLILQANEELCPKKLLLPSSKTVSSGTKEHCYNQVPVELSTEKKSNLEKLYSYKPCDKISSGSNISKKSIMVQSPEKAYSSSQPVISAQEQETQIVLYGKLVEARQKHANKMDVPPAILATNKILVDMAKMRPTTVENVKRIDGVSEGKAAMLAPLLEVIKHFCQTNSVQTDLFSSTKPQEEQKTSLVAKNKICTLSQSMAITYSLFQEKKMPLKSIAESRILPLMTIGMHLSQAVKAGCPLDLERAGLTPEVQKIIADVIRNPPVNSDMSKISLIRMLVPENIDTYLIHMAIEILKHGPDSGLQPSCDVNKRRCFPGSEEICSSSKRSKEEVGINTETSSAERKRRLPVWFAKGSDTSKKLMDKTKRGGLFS
#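 Fluorescence dequenching readout, ex 525 nm/em 598 nm, kinetic mode: forked duplex DNA (100 nM final) with adjacent fluorophore and quencher unwound by WRN (20 nM final) with 2 mM ATP. Compound preincubation 15 min, room temperature.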
# EPAC1 antagonist = EPAC1 (human) antagonism | 0.14% of 360,000 active | EPAC1 GEF assay, Rap1b-BODIPY-GDP exchange fluorescence | O95398 | Potency, µM (top dose mostly 115 µM), for inactives: at the highest dose activity change, negative = inhibition, usual class: inhibitors;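 note: potency is the fitted concentration of half-maximal effect; plate controls were vehicle for no effect and positive control for full effect; nearly all actives have a fitted effect of over 50% in size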
# Mm-Cpn inhibitor = inhibitors of Methanococcus maripaludis chaperonin (MmCpn). purified Mm-Cpn ATPase, ADP Transcreener TR-FRET. Potency, µM (top dose mostly 76.9 µM), without a hit: top-dose activity, negative = inhibition, actives largely listed as inhibitors. 0.031% of 330,000 active. AID 504842; note: potency is the fitted concentration of half-maximal effect; % is set by controls: 0 for no effect and ±100 for the full control effect; nearly all actives have a fitted effect of over 80% in size
#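 Quantitative HTS used 25 nM Mm-CPN and 10 uM ATP in magnesium/KCl Tris buffer, pH 7.4, with 1 mM DTT. Hydrolysis ran 30 min at 37°C; ADP was read by HTRF.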
# * hit, by the source's call; u = inconclusive; x = not tested or not shown; [ ] = another dose, or the depositor's remark. Unless noted, calls come from the whole dose curve; as a rule, active = well fitted curve in the direction sought with a large enough effect; inconclusive = small, poorly fitted or top-dose-only effect, or another doubt; inactive = no such curve, though single readings can be large; an effect the other way counts as inactive or inconclusive. Only part of the results is shown; rates above refer to the full screens.
SMILES,EPAC2 antag,PI5P4K alpha inh,EPAC1 agonist,CCT chaperon mod,PLK1 PBD inh,WRN inhibitor,EPAC1 antagonist,Mm-Cpn inhibitor
COc1ccccc1OCCNC(=O)c1cccc(S(=O)(=O)N2CCN(Cc3ccccc3)CC2)c1,-9%,4,5%,-0.4,-3%,-2%,-14%,2%
Cc1cccc(-n2cnc(C(=O)NNC(=S)Nc3ccc(Cl)cc3)c2)n1,-1%,-4,-7%,0.9,-17%,-9%,-7%,-1%
CCOC(=O)c1sc(N(Cc2ccccc2)C(=O)CSc2ncn[nH]2)nc1C,-1%,10,0%,1.3,-5%,-21%,3%,-1%
Cc1nc(-c2ccc(NS(C)(=O)=O)cc2)cs1,-22%,2,4%,-2.1,-2%,-6%,-7%,-2%
Cc1cc(C)c(N=C2SCC(=O)N2Cc2ccco2)c(C)c1,-29%,-2,12%,0.1,-11%,-32%,-17%,1%
N=c1c(S(=O)(=O)c2ccccc2)cc2c(=O)n3ccccc3nc2n1CC1CCCO1 (stereo not given),9%,-4,1%,1.3,-20%,0%,13%,-1%
COc1ccc(-n2nc(C(=O)NCC(=O)N(C)Cc3ccccc3)c3ccccc3c2=O)cc1OC,-8%,-2,14%,-0.5,3%,12%,12%,-3%
CCCNC(=O)NC(=O)CSc1nc2ccccc2n1CC(C)C,-3%,x,-5%,-2.3,-9%,-9%,-9%,1%
CCOc1ccc2nc(N(CCN(C)C)C(=O)c3ccc4ccccc4c3)sc2c1,-2%,-3,13%,-0.7,-10%,7%,-4%,1%
N#C/C(=C\c1coc2ccccc2c1=O)C(N)=S,17%,u,-2%,0.7,12µM*,-25%,-1%,-26%
O=C(O)Cc1csc(-c2cccc(F)c2)n1,-12%,0,7%,-0.7,-13%,2%,16%,-2%
Cc1ccc(NC(=O)CS(=O)CC(=O)NC23CC4CC(CC(C4)C2)C3)cc1 (stereo not given),-21%,2,6%,-0.1,-6%,2%,-25%,0%
Cc1cccc(-n2cc(CNCCN3CCOC3=O)c(-c3cccc(F)c3)n2)c1,1%,12,2%,-3.6,-19%,-8%,-4%,-2%
CC(=O)Nc1ccc(/C=N/NC(=O)CCN2CCN(c3ccccc3)CC2)cc1,5%,0,-10%,0.8,5%,-1%[57.1 µM],-12%,0%
c1ccc(-c2nnc3sc(CN4CCc5ccccc54)cn23)cc1,-1%,x,-7%,-0.2,-8%,-3%,3%,-4%
CC(=O)/C(=N/Nc1cccc(Cl)c1)Sc1nnc(C(O)c2ccccc2)n1-c1ccccc1 (stereo not given),3%,3,7%,-0.9,-3%,6%,-18%,1%
COc1ccc(C(=O)NCCSc2ccccn2)cc1,-9%,-8,-2%,-6.1,-10%,-39%[57.1 µM],8%,-1%
CCOc1ccc(OCC)c(NC(=O)CCCN2C(=O)c3cccnc3C2=O)c1,-5%,5,0%,-0.5,-8%,8%,9%,-2%
CCCN1C(=O)c2cc(C(=O)Nc3ccc(OC)c(OC)c3)ccc2C1Nc1ccc(OC)c(OC)c1 (stereo not given),-1%,5,-14%,2.8,-4%,-2%,-19%,0%
Cc1cc(C)cc(NC(=O)Cn2c(=O)oc3cc(S(=O)(=O)N4CCC(C)CC4)ccc32)c1,15%,-1,-19%,-3.3,0%,-13%,-28%,0%
COc1cccc(NC2=C(Cl)C(=O)OC2OC(=O)c2ccco2)c1 (stereo not given),8%,-10,-3%,-0.3,-20%,0%,u,-6%
COc1ccccc1N1CCN(C(=O)CC(NC(=O)c2ccccc2Cl)c2ccccc2)CC1 (stereo not given),6%,6,0%,-2.3,-3%,10%,2%,-1%
COc1ccc(S(=O)(=O)Nc2ccc(N3CCOCC3)nc2)cc1,-3%,1,4%,0.2,-5%,5%,-5%,-1%
CCN(CC(=O)Nc1ccc(NC(C)=O)cc1)Cc1c(O)ccc2cc(Br)ccc12,-11%,-71*,8%,-1.2,9.5µM*,-24%[57.1 µM],-15%,0%
CC(=C/c1ccccc1)/C=N/NC(=O)c1ccc2nc[nH]c2c1,8%,-1,12%,1.1,-15%,3%,13%,-2%
# Remaining list, next part.
SMILES,EPAC2 antag,PI5P4K alpha inh,EPAC1 agonist,CCT chaperon mod,PLK1 PBD inh,WRN inhibitor,EPAC1 antagonist,Mm-Cpn inhibitor
O=C(O)CCc1nc(-c2ccc(Cl)cc2)no1,12%,3,-1%,-1.9,-3%,-19%,5%,-4%
CN(C)/C=C1\C(=O)NN=C1c1ccccc1,-6%,3,3%,-1.8,-1%,-6%,-2%,0%
CCn1c(NC(=S)Nc2ccccc2)nc2ccccc21,3%,-9,3%,-2.6,-8%,-1%,-6%,-8%
CC(CCc1ccccc1)NC(=O)COC(=O)c1ccc([N+](=O)[O-])cc1 (stereo not given),1%,5,-1%,0.1,-6%,9%,-17%,-3%
CC(C)N(CCNC(=O)C1CCC(=O)N1Cc1ccc(F)cc1)Cc1ccccc1 (stereo not given),-1%,6,12%,-1.5,-6%,2%,u,0%
CCN(CC)S(=O)(=O)c1cc(NC(=O)CNc2cccc(S(=O)(=O)N3CCCC3)c2)ccc1C,-14%,1,-4%,1.8,-9%,-14%,-17%,-2%
CC(C)(C)OC(=O)CNC(=O)c1nc[nH]c1C(=O)N1CCN(C(=O)OC(C)(C)C)CC1,0%,-7,-4%,-0.1,-2%,-3%,-18%,-1%
N#C/C(=C/c1ccc(Br)o1)C(N)=O,22%,-9,8%,-5.6,-3%,0%,8%,-1%
Cc1ccc(-c2nn(-c3ccc(F)cc3)cc2C(=O)N2CCN(C3CCS(=O)(=O)C3)CC2)cc1 (stereo not given),-3%,-1,15%,-2.7,-10%,2%,14%,1%
COC(C)c1oc2c(C)c3oc(=O)cc(C)c3cc2c1C (stereo not given),-2%,-2,4%,-0.9,0%,-2%,-16%,x
O=S(=O)(NC(=S)c1ccccc1)c1ccc(Cl)cc1,-22%,-18,10%,-0.2,15µM*,-15%,-8%,-1%
O=[n+]1cc(-c2ccc(F)cc2)n([O-])c2c1CCC2,-1%,-9,9%,1.2,u,1%,0%,1%
Cc1ccc(S(=O)(=O)N[C@H](C(=O)N2CCC(C(=O)N[C@H](C(=O)O)c3ccccc3)CC2)C(C)C)cc1,22%,3,-25%,1.6,-2%,3%,-1%,-6%
CCCCn1c(=O)[nH]c(=O)c2c1nc(-c1ccccc1F)n2Cc1ccccc1OC,-11%,3,-6%,-0.7,-11%,-15%,u,1%
Cc1csc(NC(=O)/C=C/c2ccc(C)o2)n1,1%,-4,3%,-1.2,-10%,2%,5%,-3%
CCOc1ccc(Cl)cc1CNCCNCC(C)O (stereo not given),8%,x,-1%,-2.3,-9%,2%,12%,1%
CC1(C)CC(NCc2cccc([N+](=O)[O-])c2)CC(C)(C)N1,9%,-8,4%,-2.6,1%,12%,0%,-1%
Cn1c(N2CCCCC2)nc2c1c(=O)n(Cc1cccc(Br)c1)c(=O)n2C,-3%,-2,8%,-0.4,-2%,4%,-4%,-4%
CCCCC[C@@H](C)N1C[C@@H](COCc2ccccc2)Oc2cc(N3CC[C@H](N(C)C)C3)ccc2S1(=O)=O,u,25,1%,-0.3,-8%,-6%,-10%,x
Cc1nc2ccccc2c(=O)n1/N=C/c1cn[nH]c1-c1ccccc1,2%,4,7%,0.4,-3%,-31%,-10%,2%
CC1CN(S(=O)(=O)c2cccc(C(=O)NCc3ccco3)c2)CC(C)O1 (stereo not given),3%,-5,5%,1.7,-5%,-2%,-27%,2%
Cc1cc(C)cc(N(CCC#N)C(=O)COC(=O)C2=COCCO2)c1,0%,-3,-40%,-1.3,-8%,-2%,-20%,-4%
CN(Cc1ccco1)C(=O)C1CCN(c2nnc(-n3cccc3)s2)CC1,2%,1,5%,1.3,-6%,-11%,5%,0%
O=c1cc(C(F)(F)F)[nH]c2c(OC(F)(F)F)cccc12,-3%,1,-2%,0.1,12%,-3%,10%,-2%
CC(C(=O)Nc1ccc(Cl)cc1Cl)N1C(=O)NC2(CCCC2)C1=O (stereo not given),3%,4,7%,1.2,-6%,1%,19%,0%
# Continuation.
SMILES,EPAC2 antag,PI5P4K alpha inh,EPAC1 agonist,CCT chaperon mod,PLK1 PBD inh,WRN inhibitor,EPAC1 antagonist,Mm-Cpn inhibitor
CCOC(=O)c1c(S(=O)(=O)NCC(=O)Nc2cc(C)ccc2OC)c(C)n(C)c1C,5%,8,-9%,-1.7,-8%,-2%,7%,1%
CCN1CCN(S(=O)(=O)c2ccc(Cl)c(C(=O)N(C)Cc3ccc(C(C)(C)C)cc3)c2)CC1,-22%,19,4%,1.1,2%,-11%,-5%,x
CCOC(=O)c1[nH]c(C)c(C(=O)/C=C/c2ccc(C(=O)O)cc2)c1C,-8%,2,-1%,-0.9,-4%,-17%,-15%,0%
COc1ccc(NC(=O)c2cc3c(=O)n(C)c4ccccc4c3n2C)cc1OC,-3%,0,-7%,-32*,-4%,-8%,4%,2%
CCOC(=O)c1cc2sc(C)cc2n1CC(=O)NCc1ccc(F)cc1,11%,x,-17%,2.3,0%,-18%[57.1 µM],16%,1%
CCCCCN(C(=O)CCC(=O)OCCOc1cccc(Cl)c1)c1c(N)n(CCCC)c(=O)[nH]c1=O,13%,-2,-16%,-1.4,-1%,8%,4%,-1%
CSc1ccc(C2=CC(=O)C[C@H](c3ccc4c(c3)OCO4)C2)cc1,9%,2,10%,-3.1,4%,0%,1%,-4%
O=C(Nc1ccc2c(c1)OCO2)c1c(F)cccc1F,-3%,x,7%,-1.4,3%,-12%,-1%,1%
Cc1cccc(C(=O)N2CCN(S(=O)(=O)N3CCCCCC3)CC2)c1,-7%,-5,1%,-1.8,-15%,9%,8%,-2%
CCCCC(=O)Nc1cc(OC)c(NC(=S)NC)cc1OC,7%,-4,10%,-0.1,-6%,-5%,9%,-17%
O=C(CSc1nnc(-c2cccs2)o1)NCc1ccco1,-3%,2,11%,-5.2,-5%,-27%,-8%,-4%
COc1cccc(C(O)c2nc(-c3cccc(C#N)c3)cs2)c1 (stereo not given),5%,-1,-3%,-3.6,-10%,6%[57.1 µM],-5%,x
Cc1ccc(C(=O)N(CC(=O)NC2CCCCC2)c2ccccc2C)s1,-8%,x,8%,-3.2,-12%,-15%,-14%,1%
CCc1ccc(-c2cnc3nc[nH]c(=O)c3n2)cc1,9%,3,1%,-4.0,-10%,u,-21%,x
